CCT chaperon mod – modulators of cytosolic chaperonin (CCT/TRiC) activity; activity change, % (concentration not given with the values), hits read low; AID 651819; 0.3% of 360,000 active; purified chaperonin ATPase assay, HTRF ADP detection, 30 min; in the data active means activity change below about -30%; further: on the % scale 0 is the no-effect control and ±100 the full control effect
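TRiC at 40 or 20 nM final (batch-dependent) in 30 mM Tris pH 7.4, 100 mM KCl, 5 mM MgCl2, 1 mM DTT, with compound at single 76 uM and 10 uM ATP, 30 min at 37 deg C. ADP detected by HTRF Transcreener, 665/615 ratio.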
D3 antag – blocks the human D3 dopamine receptor | AID 652054 | P35462 | 2.5% of 360,000 active | max response, negative = inhibition, % | D3R cells, DiscoveRx beta-arrestin luminescence, antagonist mode; active compounds read low; in the data active means max response below about -50%; inconclusive means no clear call, values can overlap the other calls; further: on the % scale 0 is the no-effect control and ±100 the full control effect; mostly tested at two doses, the higher about 12 µM
Target sequence (P35462 whole entry, looked up): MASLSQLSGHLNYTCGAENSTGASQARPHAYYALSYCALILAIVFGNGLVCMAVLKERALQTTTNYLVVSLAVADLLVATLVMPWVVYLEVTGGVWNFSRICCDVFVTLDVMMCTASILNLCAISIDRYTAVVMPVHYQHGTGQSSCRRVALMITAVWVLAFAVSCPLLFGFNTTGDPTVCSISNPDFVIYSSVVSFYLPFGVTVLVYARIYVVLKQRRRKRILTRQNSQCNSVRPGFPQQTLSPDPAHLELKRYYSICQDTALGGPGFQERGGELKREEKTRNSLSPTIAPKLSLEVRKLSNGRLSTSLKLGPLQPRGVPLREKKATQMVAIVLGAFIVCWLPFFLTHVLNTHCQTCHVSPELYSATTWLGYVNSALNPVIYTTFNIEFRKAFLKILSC
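Cells plated overnight at 1500 cells/well, then exposed to library compounds with dopamine controls for 90 minutes at 37 degrees C. DiscoveRx reagent added for 30–60 minutes at room temperature; luminescence read, quantitative HTS format.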
DRD3 agonist – activates the human D3 dopamine receptor | D3R DiscoveRx beta-arrestin cells, luminescence, 90 min | AID 652048 | P35462 | max activation, % | 0.58% of 410,000 active; in the data active means max activation above about 30%; further: 0% is about no effect; mostly tested at two doses, the higher about 12 µM
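Agonist mode: compounds and dopamine controls were applied to plated cells for 90 min at 37 degrees C after an overnight attachment at 1500 cells/well. Luminescent read-out followed 30 - 60 minutes at room temperature with DiscoveRx detection reagent.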
EPAC2 ag – agonists of human EPAC2 (RAPGEF4). Q8WZA2. EPAC2 activation, biochemical qHTS; response scale: 100% = 6.5 mM cAMP response. Potency, µM (series often up to 154 µM), without a hit: top-dose activation, actives largely listed as activators. 0.079% of 360,000 active; further: potency means the concentration at half of the fitted maximal effect; nearly all actives have a fitted effect of over 50% in size
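Exchange assay: 100 nM EPAC2 with 250 nM Rap1B-BODIPY-GDP and 50 uM GDP. Fluorescence (ex 480/em 540 nm) read every 5 min for 30 min at room temperature. Data normalized to 6.5 mM cAMP as agonist control.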
PTHR1 agonist – activates the human parathyroid hormone receptor PTHR1. Q03431. 0.075% of 410,000 active. AID 743266. Potency, µM (doses to about 115 µM), for inactives: top-dose activation, most hits filed as activators. HEK293 GP2 PTHR1 cells, GloSensor cAMP luminescence, 1 h; further: potency means the concentration at half of the fitted maximal effect; nearly all actives have a fitted effect of over 55% in size; some results filed as inactive show a strong effect at the top dose; inactives centre near -15; many of its hits are not listed in these tables
Target sequence (Q03431 whole entry, looked up): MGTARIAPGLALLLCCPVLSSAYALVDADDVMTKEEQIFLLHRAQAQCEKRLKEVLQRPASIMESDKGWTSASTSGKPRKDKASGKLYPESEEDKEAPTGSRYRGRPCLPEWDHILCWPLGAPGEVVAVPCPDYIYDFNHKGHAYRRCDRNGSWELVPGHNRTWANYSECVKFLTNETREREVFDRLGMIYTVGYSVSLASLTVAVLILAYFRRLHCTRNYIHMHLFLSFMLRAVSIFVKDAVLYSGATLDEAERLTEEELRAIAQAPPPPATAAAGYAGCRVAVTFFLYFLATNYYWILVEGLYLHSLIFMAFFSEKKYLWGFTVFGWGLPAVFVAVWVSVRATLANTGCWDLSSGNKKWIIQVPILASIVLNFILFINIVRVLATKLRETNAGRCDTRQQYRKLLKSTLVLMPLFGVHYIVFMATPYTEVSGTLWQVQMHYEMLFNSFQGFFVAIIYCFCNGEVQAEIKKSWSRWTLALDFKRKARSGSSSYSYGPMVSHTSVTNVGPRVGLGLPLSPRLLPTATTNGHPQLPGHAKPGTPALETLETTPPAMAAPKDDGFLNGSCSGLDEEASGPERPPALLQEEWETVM
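HEK-293-derived GP2 cells expressing PTHR1 and a GloSensor cAMP reporter, 3,000/well, plated overnight, given luciferin plus IBMX (each 0.5 mM as added) for 1 h at 37 °C, then compound for 1 h at 37 °C. Luminescence was read after 15 min at room temperature.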
EPAC2 antagonist – EPAC2 (human) antagonism; Q8WZA2; EPAC2 GEF exchange of Rap1B-BODIPY-GDP, fluorescence; Potency, µM (top dose mostly 114 µM), for the others: at the top dose activity, negative = inhibition, hits mostly inhibitors; 0.18% of 360,000 active; further: potency means the concentration at half of the fitted maximal effect; on the % scale 0 is the no-effect control and ±100 the full control effect; nearly all actives have a fitted effect of over 45% in size; many of its hits are not listed in these tables
MmCpn inh – inhibitors of Methanococcus maripaludis chaperonin (MmCpn) | purified Mm-Cpn ATPase, ADP Transcreener TR-FRET | Potency, µM (series often up to 76.9 µM), for the others: at the highest dose activity, negative = inhibition, usual class: inhibitors | 0.031% of 330,000 active; further: potency means the concentration at half of the fitted maximal effect; on the % scale 0 is the no-effect control and ±100 the full control effect; nearly all actives have a fitted effect of over 80% in size
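Quantitative HTS used 25 nM Mm-CPN and 10 uM ATP in magnesium/KCl Tris buffer, pH 7.4, with 1 mM DTT. Hydrolysis ran 30 min at 37°C; ADP was read by HTRF.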
Akt phos inh – blocks phosphorylation of Akt; Neuro2A IGF-stimulated pAkt S473 HTRF, 20 min; active compounds read low; activity change, % for hits at 50 µM; 0.32% of 360,000 active; AID 651550; in the data active means activity change below about -80%; inconclusive means mostly about -51% to -80%; further: on the % scale 0 is the no-effect control and ±100 the full control effect
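Neuro2A cells (4,500/well, DMEM with 0.5% FBS) were treated with compound at a single 50 µM final concentration, stimulated with 6 nM IGF for 20 min at 37 °C, and lysed. Phospho-Akt Ser473 was read by HTRF as 665/615 ratio ×10^4.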
* hit, by the source's call; i = inactive; ? = inconclusive; . = not tested or not shown; & = joins results of further samples; [ ] = another dose, or the depositor's remark. Unless noted, the call rests on the fitted dose curve; in most records, active means well fitted curve in the direction sought with a large enough effect; inconclusive means small, poorly fitted or top-dose-only effect, or another doubt; inactive means no such curve, though single readings can be large; an effect the other way counts as inactive or inconclusive. These rows are one share of the data. The share of hits here may be higher or lower than overall.

SMILES | CCT chaperon mod | D3 antag | DRD3 agonist | EPAC2 ag | PTHR1 agonist | EPAC2 antagonist | MmCpn inh | Akt phos inh
O=C(COC(=O)c1cc(=O)[nH]c2ccccc12)Nc1nc(-c2cccc(Br)c2)cs1 | -0.2 | 122 | 39* | 2% | i | -5% | -1% | i
O=C(Nc1ccccc1Cl)C1CCCN(c2ncnc3c2nc2n3CCCCC2)C1 (stereo not given) | -1.0 | 37 | 9 | 2% | -26% | -17% | 1% | i
Cn1c(CO)nc2cc(N)ccc21 | -0.7 | -10 | -9 | 7% | -9%[57.5 µM] | 0% | 0% | i
CN(Cc1ccc(N(C)C)cc1)C(=O)c1cc2ccccc2o1 | 1.8 | 8 | -5 | 4% | -24% | -8% | 0% | i
COc1ccc(NC(=O)c2ccco2)cc1S(=O)(=O)N1CCCCC1 | -1.8 | -18 | -6 | 4% | -12% | 2% | -2% | i
O=C(CC(C(=O)O)c1cccc(Br)c1)c1ccc(Cl)cc1 (stereo not given) | 0.4 | -8 | -1 | 4% | 6% | -11% | -5% | i
CNC(=O)CN(c1cc(C)ccc1C)S(C)(=O)=O | 1.2 | 14 | -15 | 1% | -5%[57.5 µM] | 12% | 1% | i
CCCCN(CCCNC(=O)C1CCN(S(=O)(=O)CC)CC1)c1ccccc1 | -0.1 | -19 | -8 | 7% | 20%[57.5 µM] | -3% | -5% | i
CCC(C)[C@H](NC(=O)Nc1cccc(Cl)c1)C(=O)O (stereo not given in full) | -0.8 | 14 | 9 | -2% | i | 3% | 3% | i
O=[N+]([O-])c1cc(/C=N/N2CCCCC2)ccc1Cl | 1.1 | -1 | 13 | 8% | -30% | -11% | 2% | i
CCOC(=O)C1(CCc2ccccc2)CCN(C(=O)c2ccoc2)CC1 | -2.0 | 0 | 2 | 6% | i | -26% | 0% | i
Cc1ccc(S(=O)(=O)N2CCCCC2CCNC(=O)C(=O)NCc2ccco2)cc1 (stereo not given) | -0.4 | -23 | -18 | 10% | i | -8% | -1% | i

Retrieved by compound from above:
SMILES | CCT chaperon mod | D3 antag | DRD3 agonist | EPAC2 ag | PTHR1 agonist | EPAC2 antagonist | MmCpn inh | Akt phos inh
O=C(CC(C(=O)O)c1cccc(Br)c1)c1ccc(Cl)cc1 (stereo not given) | 0.4 | -8 | -1 | 4% | 6% | -11% | -5% | i
COc1ccc(NC(=O)c2ccco2)cc1S(=O)(=O)N1CCCCC1 | -1.8 | -18 | -6 | 4% | -12% | 2% | -2% | i

Going on with the list.
SMILES | CCT chaperon mod | D3 antag | DRD3 agonist | EPAC2 ag | PTHR1 agonist | EPAC2 antagonist | MmCpn inh | Akt phos inh
COc1ccc(NC(=O)CC(Cc2ccc(Cl)cc2)C(=O)O)cc1 (stereo not given) | 3.0 | -6 | -7 | -4% | i | 3% | 2% | i
COc1ccc(-c2csc(NC(=O)CSc3nnnn3C)n2)cc1OC | -1.6 | 11 | 4 | 5% | -41%[inhibitor] | 5% | -4% | i
COc1cc(/C=C2/NC(=O)N(Cc3ccccc3F)C2=O)cc(OC)c1O | -1.2 | -20 | 4 | 3% | -20% | -12% | 0% | i
CCNc1ncnc2[nH]ncc12 | -1.4 | 12 | 3 | -2% | -5% | 10% | . | i
CC(C)N(Cc1nc(-c2ccc3c(c2)OCO3)no1)CC1CCC(=O)N1 (stereo not given) | -0.6 | 23 | -1 | -3% | i | 11% | -2% | i
O=C(CSCc1ccccc1F)NCc1ccccc1 | -1.7 | -2 | -1 | 3% | -40%[inhibitor] | -3% | 2% | i
Cc1ccc(C)c(NC(=O)CS(=O)(=O)c2cn(C)c3ccccc23)c1 | 0.8 | 4 | 19 | -2% | -3%[57.5 µM] | 17% | 0% | i
COc1ccc(C(=O)Nc2ccc3ccccc3c2)c(OC)c1 | -1.7 | 20 | 2 | 12% | -30% | -4% | -1% | i
Cc1cccc(C(=O)OC2CCOC2=O)c1O (stereo not given) | -1.6 | -18 | -14 | 9% | -16% | 0% | 1% | i
CC1(C(=O)NS(=O)(=O)c2ccccc2)CCN1C(=O)Cc1ccccc1Cl (stereo not given) | -2.6 | -25 | 0 | 2% | i | 3% | . | i
O=S(=O)(NCc1cccnc1)c1ccc(Cl)c2ccccc12 | -1.0 | 9 | -3 | -4% | -9% | 0% | 0% | i
CC1(C(=O)NS(=O)(=O)c2cccc(C#N)c2)CCN1C(=O)C1(c2ccccc2)CC1 (stereo not given) | 4.0 | -8 | -6 | 0% | -22% | -22% | . | i
O=C(O)c1cc2nc(-c3cccs3)cc(C(F)(F)F)n2n1 | -4.2 | -20 | -10 | 11% | i | -9% | 0% | i
CCCCC1Cc2[nH][nH]c(=O)c2C(c2ccc(Cl)cc2)O1 (stereo not given) | -0.4 | ? | -6 | -2% | 10% | -9% | . | i
CC(C)c1ccc(NC(=O)c2cc(S(=O)(=O)N3CCCCC3)c[nH]2)cc1 | -1.0 | 0 | -3 | 4% | -6% | 4% | -3% | i
COc1ccc(C(=O)Nc2ccccc2NC(=O)c2ccco2)c(OC)c1 | -15 | 4 | -2 | 20% | -1% | 2%[57.1 µM] | 1% | i
CCOc1ccc(CN(C)CC(=O)Nc2cccc3ccccc23)cc1OC | -3.1 | -24 | -8 | 6% | i | -4% | -2% | i
CCn1c(SCC(=O)N2CCCC2)nnc1-c1ccc(N)cc1 | -2.7 | 4 | -3 | -3% | -9% | 12% | 0% | i
Nc1ccc(-c2nc3nc(N)nc(N)c3nc2-c2ccc(N)cc2)cc1 | 1.3 | -1 | 8 | 4% | -14% | -9% | -3% | i
O=C(/C=C/c1ccc2c(c1)S(=O)(=O)N(Cc1ccccc1)[C@H]2CC(=O)N1CCOCC1)N1CCOCC1 | 1.9 | 20 | -30 | 8% | -15% | 0% | 2% | i
Cc1ccc(CNC(=O)C2CCCN(S(=O)(=O)c3cnc[nH]3)C2)cc1 (stereo not given) | -1.3 | 18 | 1 | 5% | -4% | -8% | 0% | i
CN(C)c1ccc2c(=O)cc[nH]c2c1 | -1.0 | 8 | 1 | 3% | -18% | -5% | . | i
COc1ccc(CC(=O)Nc2nccs2)cc1S(=O)(=O)N1CCOCC1 | 0.6 | 1 | 1 | -1% | i | 10% | 0% | i
Cc1ccc(C(=O)Nc2nnc(NC(=S)Nc3ccccc3)s2)cc1 | -1.4 | ? | -1 | 3% | i | 0% | -2% | i
CS(=O)(=O)N(CC(=O)Nc1ccc(Br)cc1)C1CCCCC1 | -0.5 | -18 | -2 | 5% | -2% | 14% | 1% | i
Cc1ccc(-c2nc3ccc(Br)cn3c2Cc2ccccc2)cc1 | 2.0 | -14 | -2 | -16% | -71% | ? | . | i
Cc1ccc(/C=C/C(=O)NC(=S)Nc2ccccc2C(=O)NC2CCCCC2)cc1 | 1.1 | -14 | -4 | -3% | i | 0% | 1% | i
O=C(Nc1ccc(F)cc1)Nc1ccc(S(=O)(=O)N2CCCC2)cc1 | -2.7 | -6 | -4 | -6% | -38%[inhibitor] | 10% | 0% | i
O=C(/C=C/c1cccs1)NNC(=O)c1ccccc1 | -1.8 | -17 | -6 | 5% | -14% | 6% | -1% | i
CCCOc1ccc(C(=O)Nc2ccc(N3CCN(C(=O)c4ccco4)CC3)cc2)cc1 | 0.9 | 8 | 4 | -13% | -6% | 4% | 1% | i
CCOc1ccc(CCNc2nc3ccccc3n3c(C)nnc23)cc1OCC | -2.3 | 20 | 4&1 | -2% | -18% | 4% | 1% | i
COc1ccc2oc(C(=O)OCC(=O)Nc3ccc(C(=O)N(C)C)cc3)c(C)c2c1 | -3.6 | -10 | 0 | 5% | i | -7% | 0% | i
Cc1ccc(S(=O)(=O)NN=C2CCC(C(C)(C)C)CC2)cc1[N+](=O)[O-] (stereo not given) | -1.5 | -11 | -3 | 2% | -20% | -10% | 0% | i
CCOc1ccc2nc(Nc3nc(CSc4nnnn4-c4ccccc4)cc(=O)[nH]3)nc(C)c2c1 | -1.2 | 21 | 2 | 1% | i | 0% | 0% | i
COc1cc(-c2nnc(SCC(=O)N3c4ccccc4Sc4ccccc43)o2)cc(OC)c1OC | -1.2 | 1 | 3 | 5% | -13%[57.5 µM] | -1% | 0% | i
COc1cc(NC(=O)CSc2nnc3c(C)cc4cc(C)cc(C)c4n23)c(C(=O)O)cc1OC | -1.1 | -9 | 7 | 9% | i | -2% | 0% | i
Cc1cc(C)n(C(C)n2nc(C)cc2C)n1 | -1.7 | -2 | 8 | -11% | i | 0% | 3% | i
C[C@H]1C[C@@H]2[C@H]([C@@H](O)C[C@@]3(C)[C@H]2CC[C@]3(O)C(=O)CO)[C@@]2(C)C=CC(=O)C=C12 | -0.4 | 4 | 19&-17 | 4% | -23% | -16% | -2%[15.4 µM] | i
OCc1cc(Br)ccc1OCc1nc2ccccc2s1 | 1.5 | 6 | -1 | 0% | -28% | 15% | -26% | i
O=S(=O)(Nc1ccc(F)cc1)c1ccc(S(=O)(=O)N2CCOCC2)cc1 | -4.0 | -29 | 2 | 1% | -10% | 10% | -2% | i
COc1ccc(-c2nc3c(-c4ccc(F)cc4)cnn3cc2C)cc1F | -1.5 | 6 | 0 | 2% | -24% | -6% | 1% | i
O=S(=O)(NNc1cccc(Cl)n1)c1ccc(Cl)cc1 | -6.9 | -17 | -9 | 11% | -8% | -6% | 0% | i
FC(F)(F)C(F)(F)C(F)(F)c1nnc2ccc(N3CCOCC3)nn12 | 0.5 | ? | 8 | -10% | -7% | 19% | 1% | i
O=C(CCNC(=O)C1CCN(S(=O)(=O)c2ccccc2)CC1)NCc1cccc(Cl)c1 | -83* | 13 | -10 | 3% | -32%[inhibitor] | 13% | -5% | .
Cc1oc(-c2ccccc2Cl)nc1CS(=O)CC(=O)NCc1ccco1 (stereo not given) | -2.2 | 3 | 10 | 7% | i | 10% | 0% | i
CCCCc1nc2cc(C(=O)N(C)C3CCOCC3)ccc2o1 | -2.1 | 4 | -1 | 0% | -6% | -5% | 1% | i
Cc1ccc(C(=O)CCC(=O)N(C)CC(=O)Nc2ccccc2Br)cc1 | 0.3 | 10 | -1 | 1% | -1% | 7% | -7% | i
O=C(NC1C2CC3CC(C2)CC1C3)c1ccc(Br)o1 (stereo not given) | -3.7 | -24 | -6 | 7% | i | 0% | 3% | i
c1ccc(-c2nc(-c3ccc(-c4ccon4)s3)no2)cc1 | 2.5 | -9 | -1 | 4% | -41%[inhibitor] | -2% | -2% | i

Bioassay records: PubChem, National Center for Advancing Translational Sciences (NCATS)
